# Glioma ERSR ind: qHTS for Inducers of the Endoplasmic Reticulum Stress Response (ERSR) in Human Glioma: qHTS | U87-MG GRP78 promoter luciferase reporter, 16 h | Potency, µM, inactives show at the highest dose activation, actives largely listed as activators | hit rate 0.02% among 420,000 | AID 602332, 2012; note: potency is the fitted concentration of half-maximal effect; series mostly up to about 76 µM; % of control where 0% means no effect; nearly all actives have a fitted effect of over 35% in size
#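 Stably transfected U87-MG human glioma cells carrying a GRP78-based luminescent sensor were seeded at 1000 cells/well, pin-dosed with compounds and incubated 16 h. Luciferase reagent was then added, and end-point luminescence was read after 10 min at room temperature.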
# rTrxR1 inhibitor: qHTS Assay for Inhibitors of Mammalian Selenoprotein Thioredoxin Reductase 1 (TrxR1): qHTS; recombinant rTrxR1, NADPH fluorescence consumption, selenite substrate; hit rate 1% among 390,000; AID 588453, 2011; Potency, µM (doses to about 114 µM), for inactives: top-dose activity change, negative = inhibition, hits mostly inhibitors; note: potency is the fitted concentration of half-maximal effect; % is set by controls: 0 for no effect and ±100 for the full control effect; nearly all actives have a fitted effect of over 65% in size
# Target sequence (O89049 whole entry, looked up): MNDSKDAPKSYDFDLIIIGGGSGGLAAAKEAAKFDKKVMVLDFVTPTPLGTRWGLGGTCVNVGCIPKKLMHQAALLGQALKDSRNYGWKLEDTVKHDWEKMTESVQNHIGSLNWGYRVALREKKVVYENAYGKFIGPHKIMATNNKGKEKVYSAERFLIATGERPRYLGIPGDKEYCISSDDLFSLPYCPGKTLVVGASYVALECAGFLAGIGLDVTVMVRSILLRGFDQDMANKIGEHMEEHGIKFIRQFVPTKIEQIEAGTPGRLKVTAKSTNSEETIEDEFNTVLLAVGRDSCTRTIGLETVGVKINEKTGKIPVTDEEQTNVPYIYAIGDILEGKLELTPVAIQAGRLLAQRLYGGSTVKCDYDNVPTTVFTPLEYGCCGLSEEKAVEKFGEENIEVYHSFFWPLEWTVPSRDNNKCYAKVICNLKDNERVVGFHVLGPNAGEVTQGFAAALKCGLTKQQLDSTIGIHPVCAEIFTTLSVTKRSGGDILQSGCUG
#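 Rat TrxR1 (90 nM in the dispensed reagent) was pre-reduced with 400 uM NADPH for 5 min at room temperature, then incubated with compound for 15 min. After 400 uM selenite was added, NADPH fluorescence (Ex 340/Em 450 nm) was followed for 8 min.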
# TrxR1 substrate: qHTS Assay for Substrates of Mammalian Selenoprotein Thioredoxin Reductase 1 (TrxR1): qHTS; purified TrxR1 substrate turnover, NADPH consumption readout; Potency, µM (series often up to 114 µM), inactives show at the highest dose activity change, negative = substrate turnover; hit rate 0.01% among 390,000; AID 588456, 2011; note: potency is the fitted concentration of half-maximal effect; % is set by controls: 0 for no effect and ±100 for the full control effect; nearly all actives have a fitted effect of over 50% in size
#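 Rat TrxR1, dispensed at 90 nM, was prereduced with 400 uM NADPH (final) for 5 min at ~22 deg C, then incubated with compound 15 min before 400 uM selenite. A first-read NADPH fluorescence drop versus no-compound background flagged substrates.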
# Vif-A3G inh: qHTS for Inhibitors of Vif-A3G Interactions: qHTS; Potency, µM (titrated, usually from 46.1 µM), for inactives: at the highest dose activity, negative = active, hits mostly inhibitors; HeLa A3G-eYFP + Vif (tagged APOBEC3G with the HIV-1 protein that degrades it), YFP fluorescence, overnight; hit rate 0.076% among 410,000; DNA dC->dU-editing enzyme APOBEC-3G (Homo sapiens), Q9HC16;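 note: potency is the fitted concentration of half-maximal effect; % is set by controls: 0 for no effect and ±100 for the full control effect; nearly all actives have a fitted effect of over 60% in size; hits raise eYFP signal because A3G escapes Vif-driven loss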
# Target sequence (Q9HC16 whole entry, looked up): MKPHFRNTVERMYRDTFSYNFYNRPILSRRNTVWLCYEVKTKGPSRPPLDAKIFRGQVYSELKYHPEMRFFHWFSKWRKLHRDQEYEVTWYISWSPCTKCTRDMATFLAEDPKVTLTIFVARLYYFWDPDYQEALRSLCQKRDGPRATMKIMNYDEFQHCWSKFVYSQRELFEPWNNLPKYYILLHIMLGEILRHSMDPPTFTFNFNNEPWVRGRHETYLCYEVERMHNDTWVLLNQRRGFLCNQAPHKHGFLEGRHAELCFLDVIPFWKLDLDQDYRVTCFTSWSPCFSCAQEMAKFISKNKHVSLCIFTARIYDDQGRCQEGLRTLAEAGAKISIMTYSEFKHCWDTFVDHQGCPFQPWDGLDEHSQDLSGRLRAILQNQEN
#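 Read-out is eYFP fluorescence (Ex 488/Em 500-530) from Vif-expressing HeLa A3G-eYFP cells; more signal means A3G escaped Vif-mediated degradation. Cells plated overnight, compound pinned in, incubated overnight at 37 deg C.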
# USP1 inh: Inhibitors of USP1/UAF1: Primary Screen; Ubiquitin carboxyl-terminal hydrolase 1 (Homo sapiens), O94782; recombinant USP1/UAF1, Ub-Rhodamine cleavage fluorescence; AID 743255, 2014; Potency, µM (series often up to 57.1 µM), for the others: at the highest dose activity change, negative = inhibition, hits mostly inhibitors; hit rate 0.23% among 390,000; note: potency is the fitted concentration of half-maximal effect; % is set by controls: 0 for no effect and ±100 for the full control effect; nearly all actives have a fitted effect of over 60% in size; inactives centre near -12
#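 1 nM enzyme complex + cpd, 15 min RT; start with Ub-Rho 150nM final; kinetic fluorescence ex 480/em 540, 6 reads q60 s. Buffer 50mM HEPES pH 7.8, 0.5mM EDTA, 0.1 mg/ml BSA, 1mM TCEP, 0.01% Tween-20.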
# IDH1 R132H inh: qHTS for Inhibitors of mutant isocitrate dehydrogenase 1 (IDH1): qHTS; Potency, µM (titrated, usually from 76.6 µM), inactives show at the top dose activity change, negative = inhibition, usual class: inhibitors; AID 602179, 2012; hit rate 0.093% among 390,000; IDH1-R132H enzyme, NADPH consumption, diaphorase/resazurin fluorescence; note: potency is the fitted concentration of half-maximal effect; % is set by controls: 0 for no effect and ±100 for the full control effect; nearly all actives have a fitted effect of over 65% in size
#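 IDH1-R132H (0.5 ug/mL) preincubated 30 min with compound, then NADPH (0.016 mM) and alpha-KG (2 mM) added; 80 min at RT, pH 7.5. Remaining NADPH coupled via diaphorase/resazurin to fluorescence (540/590 nm); concentration-response curves normalized to no-enzyme control.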
# LDHA block: qHTS assay for inhibitors of human lactate dehydrogenase; L-lactate dehydrogenase A chain (Homo sapiens), P00338; purified LDHA, NADH/diaphorase-resazurin fluorescence; active compounds read low; activity change, % (values are at about 110 or 230 µM); hit rate 0.15% among 480,000; AID 1347041, 2019; in the data active = activity change below about -30%; inconclusive = mostly about -25% to -30%;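 note: plate controls were DMSO wells for no effect and wells without enzyme for full effect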
#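 Enzyme activity of human lactate dehydrogenase 5 (2 nM; 0.06 mM NADH, 0.2 mM pyruvate, 5 min, RT) is measured via a resazurin/diaphorase fluorescence readout of residual NADH.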
# Vif-APOBEC3F blk: qHTS for Inhibitors of Vif-A3F Interactions: qHTS; HeLa A3F-eYFP + Vif (tagged APOBEC3F with the HIV-1 protein that degrades it), YFP fluorescence increase; hit rate 0.2% among 390,000; AID 602313, 2012; Potency, µM (doses to about 46.1 µM), inactives show at the highest dose activity, negative = active; note: potency is the fitted concentration of half-maximal effect; % of control where 0% means no effect; nearly all actives have a fitted effect of over 65% in size
#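 Fluorescence increase (Ex 488/Em 500-530) after overnight compound treatment at 37 deg C flags inhibition of Vif-driven A3F-eYFP loss in stable HeLa A3F-eYFP/Vif cells seeded overnight beforehand.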
# RGS4 inh: Inhibitors of Regulator of G Protein Signaling (RGS) 4: qHTS; hit rate 0.039% among 390,000; Transcreener GDP fluorescence polarization, RGS4-accelerated GTP hydrolysis; AID 504845, 2011; Potency, µM (doses to about 114 µM), for inactives: at the top dose activity change, negative = inhibition, most hits filed as inhibitors; Regulator of G-protein signaling 4 (Homo sapiens), P49798; note: potency is the fitted concentration of half-maximal effect; % is set by controls: 0 for no effect and ±100 for the full control effect; nearly all actives have a fitted effect of over 75% in size; some results filed as inactive show a strong effect at the top dose
# Target sequence (P49798 whole entry, looked up): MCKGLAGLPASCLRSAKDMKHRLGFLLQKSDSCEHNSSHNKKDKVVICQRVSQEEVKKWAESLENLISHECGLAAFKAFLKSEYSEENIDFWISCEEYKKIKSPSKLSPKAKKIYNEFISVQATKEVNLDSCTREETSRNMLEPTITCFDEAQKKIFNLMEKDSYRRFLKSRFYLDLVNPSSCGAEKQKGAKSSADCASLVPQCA
#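 MLSMR compounds (23 nl, pin-transferred) preincubated 10 min at room temperature with a 500nM (2x) first reagent, then RGS4 at 900nM (2x) plus Transcreener GDP mix added; fluorescence polarization (620/688 nm) read before and after 90 min at 30 °C.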
# The depositor's hits bear a star; u = inconclusive; x = no result given; & = joins results of further samples; [ ] = another dose, or the depositor's remark. Unless noted, calls come from the whole dose curve; as a rule, active = well fitted curve in the direction sought with a large enough effect; inconclusive = small, poorly fitted or top-dose-only effect, or another doubt; inactive = no such curve, though single readings can be large; an effect the other way counts as inactive or inconclusive. The list is partial. The share of hits here may be higher or lower than overall.
SMILES,Glioma ERSR ind,rTrxR1 inhibitor,TrxR1 substrate,Vif-A3G inh,USP1 inh,IDH1 R132H inh,LDHA block,Vif-APOBEC3F blk,RGS4 inh
Cc1ccc(F)cc1NC(=O)c1ccc(NS(=O)(=O)c2ccc(Br)s2)cc1,-5%,-9%,-17%,-9%,-19%,-5%,-4,1%,-9%
O=C(O)c1ccc(CSc2nnnn2C2CCCCC2)cc1,-5%,-5%,-4%,1%,-19%,5%,0,3%,-31%[56.9 µM]
CSCC(O)Cn1[nH]c(=O)c2cc(Cl)c(Cl)cc2c1=O (stereo not drawn),-4%,19%[57.1 µM],-1%,0%,-14%,6%,-14,-7%,-1%
CCN1C(=O)/C(=C/c2nc3ccccc3c(=O)n2-c2ccc(C)cc2)c2ccccc21,-2%,-10%,-8%,1%,3%,1%,-14,0%,16%
Cc1ccc(C)c(NC(=O)CSc2ncnc3nc[nH]c23)c1,-1%,24%[57.1 µM],9%[57.1 µM],0%,-8%,6%,-9,-4%,-21%
O=C(CN1CCC(O)(c2ccc3c(c2)OCO3)CC1)OC1CCCCC1,-1%,2%,9%,-3%,1%,7%,1,-16%,-3%
N#CCC(=O)Nc1ccc(C(=O)NCc2ccccn2)cc1,-3%,1%[57.1 µM],-1%[57.1 µM],-2%,4%,-5%,-8,-4%,14%
CC1=C(C(=O)N2CCOCC2)CC(CC(=O)NCC2CCCCC2)C(=O)N1Cc1ccc(F)cc1 (stereo not drawn),-2%,x,x,-3%,-23%,20%,-2,-6%,x
Cc1ccc(S(=O)(=O)N2CCCN(Cc3nc4ccccc4c(=O)[nH]3)CC2)cc1,-1%,u,-9%,2%,-1%,0%,-2,5%,18%
CCN(CC)C(=O)c1ccc(O)c(OC)c1,-3%&-4%&1%&-5%,11%[57.1 µM],5%[57.1 µM],2%,-13%,-5%,-1,4%,7%[56.9 µM]
COc1ccccc1NC(=O)CCC(=O)Nc1nnc(C2CCCCC2)s1,-5%,10%,3%,-2%,-12%,1%,-5,3%,25%[11.4 µM]
CC(=O)N1CCC(C(=O)Nc2ccc(S(=O)(=O)N3CCCC(C)C3)cc2)CC1 (stereo not drawn),-6%,10%,-2%,-1%,-6%,0%,-5,-20%,-14%
O=C(CCN1C(=O)C2CC=CCC2C1=O)Nc1nccs1 (stereo not drawn),0%,14%,-3%,4%,-17%,5%,-1,-6%,7%
CN1C(N)=NC(=O)/C1=C\c1ccc(Br)cc1,-1%,-4%,-10%,0%,-9%,-3%,-1,-7%,-17%
CCC(=O)Nc1nnc(SCC(=O)NCc2ccc3c(c2)OCO3)s1,-3%,u,6%,3%,-18%,1%,-13,5%,4%
Cc1nnc(N2CCN(c3ccccc3F)CC2)c2c1nnn2Cc1ccc(F)cc1,-4%,60%[activator],96%[activator],-1%,-23%,20%,-3,4%,11%
CCC1(c2ccc(F)cc2)NC(=O)N(CC(=O)c2cc(C)n(C3CC3)c2C)C1=O (stereo not drawn),-2%,1%,-4%,-2%,-20%,3%,-5,7%,-2%
COc1ccc(C(=O)Nc2ccc(Cn3ccnc3)cc2)cc1OC,1%,20%,0%,-6%,-20%,6%,-2,-24%,-5%
COc1ccnc(Oc2ccc(F)cc2)c1C(=O)N/C=N/OCc1c(Cl)cccc1Cl,-4%,46%[57.1 µM],-9%,-5%,u,6%,-5,-4%,-7%
CCCCSc1nnc2n(CCc3ccccc3)c(=O)c3c4c(sc3n12)COC(C)(C)C4,-4%,23%,8%,0%,7%,-2%,-2,x,14%

# Next part, overlapping the part above by two compounds.
SMILES,Glioma ERSR ind,rTrxR1 inhibitor,TrxR1 substrate,Vif-A3G inh,USP1 inh,IDH1 R132H inh,LDHA block,Vif-APOBEC3F blk,RGS4 inh
COc1ccnc(Oc2ccc(F)cc2)c1C(=O)N/C=N/OCc1c(Cl)cccc1Cl,-4%,46%[57.1 µM],-9%,-5%,u,6%,-5,-4%,-7%
CCCCSc1nnc2n(CCc3ccccc3)c(=O)c3c4c(sc3n12)COC(C)(C)C4,-4%,23%,8%,0%,7%,-2%,-2,x,14%
COCCN(C(=S)Nc1cccc(C)c1)C(C)c1cccnc1 (stereo not drawn),-2%,-1%,-1%,4%,-16%,0%,-3,17%,-8%
CCOC(=O)Cc1csc(NC(=O)Nc2cccc(Cl)c2)n1,1%,13%[57.1 µM],-3%[57.1 µM],1%,-4%,4%,-7,5%,-13%
NC(=O)CC(NC(=O)Cc1ccc(Br)cc1)c1ccc(NCc2ccc(F)cc2)c([N+](=O)[O-])c1 (stereo not drawn),-7%,11%,-2%,u,u,-10%,-2,11µM*,-4%
O=c1[nH]c2ccc(Cl)cc2c(O)c1Cc1ccccc1,0%,39%,21%[57.1 µM],3%,-17%,11%,1,9%,8%
Cc1nc2ccccc2c(=O)n1NCc1cc(Br)cs1,-3%,-1%,2%,-6%,-5%,15%,-7,1%,10%
CCOC(=O)[C@H]1[C@H]2COc3cc(OC)ccc3[C@@H]2N2C(=O)N(c3cccc(Cl)c3)C(=O)[C@@]12C,-1%,22%[57.1 µM],5%[57.1 µM],-1%,-20%,-17%,-6,3%,17%
Cc1c(Cc2ccc3c(c2)OCO3)sc(NC(=O)C2CC2)c1C(N)=O,u,-6%,3%,-14%,-18%,5%,2,-10%,u
CCOC(=O)C1=C(C)N(CC(C)C)C(=O)C1,-3%,5%[57.1 µM],9%[57.1 µM],2%,0%,-3%,-4,0%,3%
CC(C)C(=O)Nc1ccc(C(=O)NNC(=O)c2ccco2)cc1,-1%,13%,-2%,1%,6%,2%,-11,0%,33%
O=C(c1ccccc1)N1N=C(c2ccccc2)CC1c1ccccc1O (stereo not drawn),2%,13%[57.1 µM],4%[11.4 µM],-6%,-8%,1%,-2,-6%,u
O=C(NC1CCCCC1)C(c1ccncc1)N(C(=O)c1csnn1)c1ccccc1 (stereo not drawn),-1%,-14%[57.1 µM],-10%[57.1 µM],-1%,1%,-3%,-7,-6%,-12%
C=CCn1c(CCNC(=O)c2cccs2)nnc1SCC(=O)c1ccc(Cl)cc1,-3%,u,1%,0%,-17%,10%,-5,2%,u
C=CCCCCCCCC(=O)OC,-1%,-10%,-1%,0%,16%,-9%,-9,1%,6%
COc1cc(OC)cc(C(=O)NCCCCNC(=O)c2cc(OC)cc(OC)c2)c1,-4%,11%[57.1 µM],2%[57.1 µM],1%,-13%,-2%,0,6%,2%
COc1ccc(CC(=O)Nc2nc(C(C)(C)C)cs2)cc1,2%,11%[57.1 µM],2%[57.1 µM],3%,u,-4%,-11,-8%,1%
Cc1cc(C)cc(-c2nnc(SCc3ccc(C(=O)O)cc3)o2)c1,-2%,7%,1%,3%,-7%,17%,-12,6%,27%
COc1ccc(N2CCN(C(CNC(=O)C(=O)NCc3cccs3)c3ccco3)CC2)cc1 (stereo not drawn),-2%,17%,5%,4%,-29%,-3%,-1,2%,7%[11.4 µM]
O=C(N/C(=C/c1cccs1)C(=O)N1CCOCC1)c1ccccc1,-7%,22%[57.1 µM],9%[57.1 µM],2%,-4%,-2%,-7,1%,-9%
[N-]=[N+]=CC(=O)C(O)(c1ccccc1)C(Cl)c1ccccc1 (stereo not drawn),-1%,28%,1%,0%,-11%,1%,-2,9%,11%
Cc1cccc(C(=O)c2cnc3ccccc3c2-c2ccccc2)c1,0%,-7%,-7%,0%,-21%,2%,6,2%,1%
CCS(=O)(=O)NCCc1cc2cc(C)c(C)cc2[nH]c1=O,-1%,1%[57.1 µM],9%,1%,-19%,4%,2,3%,1%[11.4 µM]
CC(=O)N1CCc2cc(S(=O)(=O)NCCC(=O)NCCc3ccccc3)ccc21,4%,5%,5%,3%,-13%,2%,-5,4%,-1%
CN(C)/N=C/c1ccc(N2CCOCC2)cc1,-6%,-8%,-13%,8%,-16%,-12%,-7,-12%,-32%
COc1ccc2c(CC(=O)Nc3nccs3)coc2c1,-1%,11%[57.1 µM],-3%[57.1 µM],0%,-9%,0%,-2,-10%,-6%
O=C(N/N=C/c1cccs1)C1COc2ccccc2O1 (stereo not drawn),6%,26%,6%,u,-24%,8%,0,-17%,31%
COc1cc(Br)cc(/C=N/N(CCO)C2=NS(=O)(=O)c3ccccc32)c1OC,-10%,16%,-3%,2%,-10%,13µM*,-5,9%,5%
Cc1cccc(-c2noc(-c3ccc(NCc4cccnc4)c([N+](=O)[O-])c3)n2)c1,1%,-2%,-12%,-5%,-12%,-3%,-1,-3%,17%
